Assay outcomes (PubChem)
AmpC detergent: blocks E. coli AmpC beta-lactamase in detergent assay | AID 485294 | AmpC hydrolysis of nitrocefin, absorbance 480 nm, 0.01% Triton | Potency, µM (titrated, usually from 114 µM), without a hit: at the top dose activity change, negative = inhibition, usual class: inhibitors | hit rate 0.041% among 370,000;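 further: potency means the concentration at half of the fitted maximal effect; 0% = no-compound wells and -100% = no-enzyme wells; nearly all actives have a fitted effect of over 25% in size; some results filed as inactive show a strong effect at the top dose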
Target sequence (P00811 whole entry, looked up): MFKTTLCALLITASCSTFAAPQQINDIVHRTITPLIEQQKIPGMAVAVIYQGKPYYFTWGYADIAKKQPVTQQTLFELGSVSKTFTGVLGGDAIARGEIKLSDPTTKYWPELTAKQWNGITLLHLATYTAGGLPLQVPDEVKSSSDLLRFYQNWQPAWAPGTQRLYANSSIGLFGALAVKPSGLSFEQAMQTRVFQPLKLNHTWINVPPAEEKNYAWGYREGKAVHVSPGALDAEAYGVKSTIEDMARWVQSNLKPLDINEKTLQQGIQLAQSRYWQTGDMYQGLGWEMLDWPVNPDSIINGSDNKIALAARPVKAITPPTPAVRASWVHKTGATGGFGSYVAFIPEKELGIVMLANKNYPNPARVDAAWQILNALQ
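AmpC (5.3 nM in the dispensed reagent) in 20 mM phosphate pH 7.0 with 0.01% (detergent screen) or 0.0001% Triton X-100 was preincubated with compounds for 15 min at room temperature. Nitrocefin was then added from an 800 uM solution, and hydrolysis was followed at 480 nm.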
HCV inhibitor: inhibitors of hepatitis C virus infection | Huh7.5.1 HCVcc-Cre infection, luciferase reporter, 44 h | Potency, µM (titrated, usually from 41.8 µM), without a hit: top-dose activity change, negative = inhibition, usual class: inhibitors | hit rate 3.4% among 340,000 | AID 651820; further: potency means the concentration at half of the fitted maximal effect
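Compounds are dispensed onto cells plated 4 h earlier at 1,000 per well, with HCVcc-Cre virus (about 0.5 moi) added next. Following 44 h of culture, luminescent signal is measured for 15 sec after 15 min with substrate at room temperature.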
LmPK inhibitor: LmPK (Leishmania mexicana) enzyme inhibition; Q27686; purified LmPK, Kinase-Glo ATP luminescence, 1 h; Potency, µM (titrated, usually from 57.5 µM), for the others: at the top dose activity change, negative = inhibition, usual class: inhibitors; hit rate 0.37% among 290,000; AID 1721; further: potency means the concentration at half of the fitted maximal effect
Target sequence (Q27686 whole entry, looked up): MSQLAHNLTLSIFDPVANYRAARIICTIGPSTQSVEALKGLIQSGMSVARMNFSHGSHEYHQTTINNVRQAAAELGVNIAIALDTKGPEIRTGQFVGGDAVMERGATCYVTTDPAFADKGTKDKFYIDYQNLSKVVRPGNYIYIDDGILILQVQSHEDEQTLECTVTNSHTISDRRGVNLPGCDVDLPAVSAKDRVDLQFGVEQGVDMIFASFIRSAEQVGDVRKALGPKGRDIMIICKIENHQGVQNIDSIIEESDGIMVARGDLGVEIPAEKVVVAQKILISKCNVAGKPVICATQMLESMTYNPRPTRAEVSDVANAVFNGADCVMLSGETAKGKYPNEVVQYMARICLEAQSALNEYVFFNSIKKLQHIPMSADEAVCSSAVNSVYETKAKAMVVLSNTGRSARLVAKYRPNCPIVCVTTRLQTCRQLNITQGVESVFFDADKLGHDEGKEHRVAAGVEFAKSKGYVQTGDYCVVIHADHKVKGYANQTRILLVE
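In 50 mM imidazole pH 7.2 with 7 mM MgCl2, LmPK (0.1 nM) turned over PEP (0.5 mM) and ADP (0.1 mM) for 1 h at room temperature. Luciferase read-out of ATP.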
AmpC inh no detg: AmpC beta-lactamase inhibition without detergent | P00811 | AmpC nitrocefin hydrolysis, absorbance 480 nm, 0.0001% Triton | Potency, µM (series often up to 57.1 µM), for the others: at the top dose activity change, negative = inhibition, usual class: inhibitors | hit rate 0.52% among 330,000 | AID 485341;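 further: potency means the concentration at half of the fitted maximal effect; plate controls were no compound for no effect and no enzyme for full effect; nearly all actives have a fitted effect of over 20% in size; some results filed as inactive show a strong effect at the top dose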
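20 mM phosphate pH 7.0 + 0.01% (detergent screen) or 0.0001% Triton X-100; 5.3 nM AmpC reagent; cpd preinc 15 min RT; nitrocefin (800 uM stock) to start; A480 q20 s × 4 min; Activity was normalised to no-enzyme and no-compound control wells.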
AMA1-RON2 inh: disrupts binding of P. falciparum AMA1 to RON2. AlphaScreen AMA1-biotinylated RON2 peptide binding. Potency, µM (series often up to 58.2 µM), without a hit: at the highest dose activity change, negative = inhibition, most hits filed as inhibitors. hit rate 0.2% among 360,000;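 further: potency means the concentration at half of the fitted maximal effect; 0% = vehicle wells and -100% = peptide control; nearly all actives have a fitted effect of over 45% in size; some results filed as inactive show a strong effect at the top dose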
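AMA1 (3D7) with his tag at 25 nM final met compounds first, then biotinylated RON2 peptide at 25 nM; detection used donor plus acceptor beads, 10 µg/mL apiece, read by AlphaScreen after 30 min at room temperature.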
Tb PYK inh: inhibitors of Trypanosoma brucei pyruvate kinase; Potency, µM (highest dose often 76.8 µM), without a hit: at the highest dose activity, negative = inhibition, usual class: inhibitors; Q57TT1; hit rate 0.12% among 410,000; TbPYK enzyme, Kinase-Glo Plus ATP luminescence, 45 min; further: potency means the concentration at half of the fitted maximal effect; nearly all actives have a fitted effect of over 50% in size
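TbPYK + substrate in 50 mM TEA pH 7.2, 100 mM KCl, 10 mM MgCl2, 0.05% BSA, 0.01% Tween-20; cpd pinned; ADP 130 uM final; 45 min RT; Kinase-Glo Plus 10 min; luminescence endpoint.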
HCMV inh: human cytomegalovirus inhibition. activity change, negative = inhibition, % at 57.5 µM. AID 1259415. hit rate 4.5% among 410,000. HFF cells, HCMV-luciferase reporter, 72 h; active compounds read low; in the data active means activity change below about -60%; inconclusive means no clear call, values can overlap the other calls; inactive means above about -39%
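Cell-based, HFFs, 1000 cells/well, 16 h 37C; cpds in DMSO + HCMV-luc, MOI 1 PFU/cell; 72 h 37C; OneGlo luminescence after 5 min RT; norm. to buffer vs Salinomycin 10uM.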
Active calls of the source: *; ? = inconclusive; · = no result given; [ ] = remark or other dose. Unless noted, the call rests on the fitted dose curve; in most records, active means well fitted curve in the direction sought with a large enough effect; inconclusive means small, poorly fitted or top-dose-only effect, or another doubt; inactive means no such curve, though single readings can be large; an effect the other way counts as inactive or inconclusive. Unless noted, on the % scale 0 is the no-effect control and ±100 the full control effect.

No.	Molecule	AmpC detergent	HCV inhibitor	LmPK inhibitor	AmpC inh no detg
1	CCN(CC)S(=O)(=O)c1ccc(N2CCOCC2)c(NS(=O)(=O)c2cc(C(C)(C)C)ccc2C)c1	-2%	?	0%	70%[activator]
2	CCOC(=O)c1sc(=S)n(-c2ccc(C)cc2)c1N	-14%	-19%	-1%	-26%
3	CC(NC(=O)c1ccc(=O)oc1)c1ccccc1 (stereo unspecified)	?	-1%	2%	-27%
4	COc1ccc(S(=O)(=O)N(CC(=O)Nc2cccc(C)c2)c2ccc(C)cc2)cc1OC	4%	·	·	·
5	CC(C)CNC(=S)NNC(=O)c1csc2ccccc12	-4%	·	-1%	?
6	CCc1nc2c(c(SC)nn2-c2ccccc2)c(N)c1C(=O)OC	2%	-13%	-3%	-16%
7	COc1ccc(N2CCN(CCOc3ccc4c(C)cc(=O)oc4c3)CC2)cc1	-11%	11%	-1%	40%
8	COc1ccc(C)cc1NC(=O)C(OC(=O)Cn1cnc2c1c(=O)n(C)c(=O)n2C)c1ccccc1 (stereo unspecified)	?	?	·	159%[activator]
9	Cc1ccc(S(=O)(=O)N2CCOCC2)cc1NC(=O)COC(=O)c1cnc(Cl)c(Cl)c1	?	-3%	·	-23%
10	Nc1nc(Nc2ccc(Cl)cc2)nc(NCCO)c1[N+](=O)[O-]	-6%	-24%	1%	-23%
11	O=C(CCCCl)NC(=S)Nc1cc(C(F)(F)F)ccc1N1CCOCC1	-11%	?	-5%	-7%
12	Cc1ccc(C2CC(=O)n3nc(-c4ccc(Cl)cc4)nc3S2)cc1 (stereo unspecified)	23%	·	·	·

No.	AMA1-RON2 inh	Tb PYK inh	HCMV inh
1	-18%	8%	-69*
2	-1%	-21%	0
3	-2%	0%	-9
4	·	-3%	5
5	54%[activator]	-7%	-37
6	-3%	-4%	-16
7	8%	2%	?
8	-6%	5%	-16
9	1%	4%	9
10	-8%	4%	-31
11	14%	-14%	33
12	·	-10%	-5

No new results follow: seven of the compounds above.
No.	Molecule	AmpC detergent	HCV inhibitor	LmPK inhibitor	AmpC inh no detg
3	CC(NC(=O)c1ccc(=O)oc1)c1ccccc1 (stereo unspecified)	?	-1%	2%	-27%
4	COc1ccc(S(=O)(=O)N(CC(=O)Nc2cccc(C)c2)c2ccc(C)cc2)cc1OC	4%	·	·	·
5	CC(C)CNC(=S)NNC(=O)c1csc2ccccc12	-4%	·	-1%	?
6	CCc1nc2c(c(SC)nn2-c2ccccc2)c(N)c1C(=O)OC	2%	-13%	-3%	-16%
7	COc1ccc(N2CCN(CCOc3ccc4c(C)cc(=O)oc4c3)CC2)cc1	-11%	11%	-1%	40%
8	COc1ccc(C)cc1NC(=O)C(OC(=O)Cn1cnc2c1c(=O)n(C)c(=O)n2C)c1ccccc1 (stereo unspecified)	?	?	·	159%[activator]
9	Cc1ccc(S(=O)(=O)N2CCOCC2)cc1NC(=O)COC(=O)c1cnc(Cl)c(Cl)c1	?	-3%	·	-23%

No.	AMA1-RON2 inh	Tb PYK inh	HCMV inh
3	-2%	0%	-9
4	·	-3%	5
5	54%[activator]	-7%	-37
6	-3%	-4%	-16
7	8%	2%	?
8	-6%	5%	-16
9	1%	4%	9

New compounds follow
No.	Molecule	AmpC detergent	HCV inhibitor	LmPK inhibitor	AmpC inh no detg
13	CCn1c(Cc2ccccc2)nnc1SCC(=O)Nc1ccccc1O	-14%	-5%	-4%	-17%
14	COc1cc(C2c3cc4c(cc3CC3COC(=O)C32)OCO4)cc(OC)c1OC (stereo unspecified)	·	?	·	25%
15	CCOC(=O)c1ccc(NC(=O)C2=C(C)C(=O)OC23CCCCCC3)cc1	-2%	·	·	·
16	CCCCc1cc(=O)oc2cc(C)cc(OCC(=O)N3C[C@H]4C[C@@H](C3)c3cccc(=O)n3C4)c12	?	-7%	-14%	148%[activator]
17	Cn1c(C(=O)N2CCN(c3ncccn3)CC2)cc2c(=O)n(C)c3ccccc3c21	?	-6%	5%	13%
18	O=C1c2ccccc2S(=O)(=O)c2cc(N3CCC4(CC3)OCCO4)ccc21	·	-13%	·	·
19	N#Cc1nc(-c2ccc(Cl)cc2)oc1NCc1ccco1	?	?	0%	-19%
20	COc1cccc(C(=O)Nc2c(C)nn(-c3ccccc3)c2C)c1	-3%	-6%	2%	-3%
21	O=C(NCC(O)c1ccccc1)c1ccc(Cl)c(S(=O)(=O)N2CCCC2)c1 (stereo unspecified)	-12%	?	·	-30%
22	COc1cc(S(=O)(=O)N2CCC(c3nc4ccccc4s3)CC2)ccc1S(=O)(=O)N1CC(C)CC(C)C1 (stereo unspecified)	?	13%	1%	-15%
23	Oc1ccc(C=NNc2nc3ccccc3s2)c(O)c1	·	?	·	·
24	CCOC(=O)C(C)Oc1cccc2c(=O)n(CC(=O)NCc3ccccc3)ccc12 (stereo unspecified)	10%	-28%	8%	2%

No.	AMA1-RON2 inh	Tb PYK inh	HCMV inh
13	3%	3%	19
14	3%	-7%	1
15	·	-7%[15.4 µM]	0
16	6%	5%	6
17	-7%	-4%	-23
18	10%	2%	35
19	-11%	-10%	0
20	2%	3%	-34
21	-28%	-1%	·
22	-6%	7%	-14
23	47%[activator]	-6%	-63*
24	-1%	1%	-89*

(further entries)
No.	Molecule	AmpC detergent	HCV inhibitor	LmPK inhibitor	AmpC inh no detg
25	CC(C)CC(N=Cc1c(O)c2ccccc2oc1=O)C(=O)O (stereo unspecified)	2%	14%	0%	-12%
26	COc1ccc(-c2nnc(SCC(=O)N3CCOCC3)n2C)cc1OC	?	18%	-6%	-5%
27	Cc1ncc(C[n+]2ccc(C)c(C)c2)c(N)n1	-7%	28%	·	-10%
28	Cc1ccc(CSc2nc3cccnc3n2Cc2ccc(C(=O)NC3CC3)cc2)cc1	-1%	·	·	·
29	O=C(N/N=C/c1cccnc1)C(O)c1ccccc1 (stereo unspecified)	-2%	32%[activator]	-5%	-7%
30	CCC1CCCCN1CCNC(=O)CCS(=O)(=O)c1ccc(Br)cc1 (stereo unspecified)	?	-5%	7%	20%
31	COc1cc(CN2C[C@@H](CO)O[C@@H](n3cnc4c(NC(C)C)ncnc43)C2)cc(OC)c1OC	·	·	·	·
32	Cc1ccc(C(=O)NNC(=O)C2CC2)cc1Br	-4%	6%	-8%	-13%
33	Cc1ccc(/C(N)=N/OC(=O)c2ccc(C)cc2Cl)cc1	-14%	?	-8%	-25%
34	Cc1cccc(CNC(=O)c2ccc(Cn3c(SCc4cccc(F)c4)nc4cccnc43)cc2)c1	-5%	·	·	·
35	Cc1cccc(OS(=O)(=O)NC(=O)OCC2CCCN3CCCCC23)c1 (stereo unspecified)	?	9%	-1%	-14%
36	CCCCN(CC)C(=O)Cn1nc(C)c2c(C)n(-c3ccccc3)nc2c1=O	17%	·	·	·

No.	AMA1-RON2 inh	Tb PYK inh	HCMV inh
25	43%[activator]	0%	7
26	-14%	3%	43
27	-1%	1%	5
28	·	3%	112
29	8%	-4%	-15
30	-2%	7%	22
31	0%	-7%	37
32	33%[activator]	-4%	37
33	7%	-10%	-79*
34	·	2%	-39
35	30%[activator]	1%	-14
36	·	-10%	-4

Next part; it opens with the 2 that closed the last part.
No.	Molecule	AmpC detergent	HCV inhibitor	LmPK inhibitor	AmpC inh no detg
35	Cc1cccc(OS(=O)(=O)NC(=O)OCC2CCCN3CCCCC23)c1 (stereo unspecified)	?	9%	-1%	-14%
36	CCCCN(CC)C(=O)Cn1nc(C)c2c(C)n(-c3ccccc3)nc2c1=O	17%	·	·	·
37	Cc1ccc(C)c(CNC(=O)c2ccc3c(c2)nc2n3CCOC2)c1	14%	·	·	·
38	CCc1ccc(NC(=O)CC2C(=O)N(c3ccccc3)C(=O)N2C(C)C)cc1 (stereo unspecified)	8%	·	·	·
39	Cc1cc(/C=N/NC(N)=O)c(C)c(CO)c1	0%	8%	1%	4%
40	CCOc1ccc(C(=O)Nc2ccc(CN3CCOCC3)cc2)cc1Br	-16%	?	1%	87%[activator]
41	Oc1ccc2ccccc2c1N=Nc1nccs1	-5%	8.9µM*	-18%	-20%
42	O=C(COc1ccc(-n2cnnn2)cc1)Nc1cc(Cl)cc(Cl)c1	-16%	?	·	-24%
43	CC1CC(C)CN(CCOc2ccc(Br)cc2)C1 (stereo unspecified)	-11%	-18%	-1%	-16%
44	COc1cc(NC(=S)NC(=O)c2ccc(C(C)(C)C)cc2)ccc1NC(=O)c1cccs1	-11%	?	-1%	-16%
45	COc1cc(OC)cc(-c2nnc(SCc3ccc(C(=O)O)cc3)o2)c1	?	12%	-1%	-16%
46	COC(=O)C1=C(NC(=O)CCCCl)CCS1	-13%	8%	2%	-21%
47	O=C(NC(Cc1ccccc1)C(=O)N1CCc2ccccc2C1)c1ccccc1 (stereo unspecified)	-12%	?	2%	-21%
48	CCC(c1nnnn1-c1ccc2c(c1)OCCO2)N1CCN(c2ccc(C(F)(F)F)cc2[N+](=O)[O-])CC1 (stereo unspecified)	·	·	·	·
49	CC(NC(=O)C1CC1)C(c1cccs1)N1CCN(c2ccccc2)CC1 (stereo unspecified)	-2%	2%	-5%	0%

No.	AMA1-RON2 inh	Tb PYK inh	HCMV inh
35	30%[activator]	1%	-14
36	·	-10%	-4
37	·	7%	10
38	·	0%	-4
39	19%	-4%	13
40	3%	-1%	-32
41	28µM*	-10%	?
42	-9%	0%	·
43	-3%	41%[activator]	-7
44	7%	-1%	-97*
45	12%	-19%	11
46	4%[2.32 µM]	4%	-2
47	-8%	-2%	-34
48	-27%	-13%	-34
49	9%	-2%	-22
